Lung fibro prol: blocks proliferation of human lung fibroblasts. LL 47 human lung fibroblast viability, ATP luminescence; hits give low values. viability, % at 10 µM. 1.1% of 85,000 active;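 active = viability at or below 50% in the single dose screen; inactive = viability above 50%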;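 note: compound exposure lasted 72 h before the ATP readout; 100% = median luminescence of untreated cell-only wells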
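Test system: LL 47 human lung fibroblasts / Incubation: 72 h compound exposure at 37 °C after overnight plating / Technique: luminescent ATP detection, CellTiter-Glo / Compound dosing: 0.1% DMSO in all compound wells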
CYP2C19 inh: human CYP2C19 inhibition; P33261; CYP2C19 Supersomes, luciferin-H EGE luminescence, 30 min; inhibition, % at 5 µM; 21% of 96,000 active; AID 778;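 active = CYP2C19 inhibition above a set limit at 5 µM in the primary screen, cut at about 50% in these data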;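 note: plate controls were negative control wells for no effect and 2.5 mM tranylcypromine positive control for full effect; values of inactives mirror those of a sister screen read the other way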
ERa coact inh: blocks coactivator binding to human estrogen receptor alpha. P03372. TR-FRET ER-alpha LBD / SRC-1 peptide, estradiol-bound. inhibition, % at 25.6 µM. 1.7% of 86,000 active; in the data active = inhibition above about 50%;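 note: 0% = receptor plus peptide control and 100% = peptide only without receptor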
CD11b adhes inh: CD11b/CD18-fibrinogen binding inhibition; K562 CD11b/CD18 adhesion to fibrinogen, ATPlite luminescence; Mn2+ added to activate the integrin; inhibition, % at 10 µM; 0.54% of 93,000 active;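 active = primary inhibition of 50% or more at 10 µM, then 40% or more on retest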; note: some results filed as inactive read as strong as hits
Target sequence (P05107 whole entry, looked up, other chains not shown): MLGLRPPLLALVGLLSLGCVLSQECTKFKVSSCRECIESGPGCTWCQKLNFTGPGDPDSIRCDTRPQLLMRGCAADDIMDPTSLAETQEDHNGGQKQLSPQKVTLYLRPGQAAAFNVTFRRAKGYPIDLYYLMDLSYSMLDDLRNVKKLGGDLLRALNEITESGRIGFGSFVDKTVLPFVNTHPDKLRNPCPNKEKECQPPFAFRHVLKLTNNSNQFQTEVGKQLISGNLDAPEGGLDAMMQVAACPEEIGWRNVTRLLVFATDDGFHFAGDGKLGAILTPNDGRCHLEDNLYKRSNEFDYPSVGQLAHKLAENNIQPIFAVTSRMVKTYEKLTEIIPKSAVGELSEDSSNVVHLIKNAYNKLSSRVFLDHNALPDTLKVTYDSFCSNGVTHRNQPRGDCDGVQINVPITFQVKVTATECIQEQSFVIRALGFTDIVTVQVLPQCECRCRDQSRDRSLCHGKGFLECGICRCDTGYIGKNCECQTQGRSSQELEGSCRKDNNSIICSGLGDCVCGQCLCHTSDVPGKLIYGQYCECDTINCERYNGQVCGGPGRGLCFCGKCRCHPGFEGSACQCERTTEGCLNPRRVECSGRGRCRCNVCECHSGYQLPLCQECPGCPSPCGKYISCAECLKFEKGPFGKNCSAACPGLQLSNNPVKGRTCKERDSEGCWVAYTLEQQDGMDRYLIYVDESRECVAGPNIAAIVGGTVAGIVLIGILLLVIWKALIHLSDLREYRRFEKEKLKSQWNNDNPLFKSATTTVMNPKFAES
CYP2C19 activ: activators of human cytochrome P450 2C19; P33261; recombinant CYP2C19, luciferin-H EGE luminescence; hits give high values; 0 = fully inhibited enzyme, 1 = untreated enzyme; activation factor at 5 µM; 96,000 tested, under 10 active;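 active = activation factor of at least 2 at 5 µM in the primary screen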;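 note: 0 = wells with 2.5 mM tranylcypromine and 1 = vehicle-only wells; values of inactives mirror those of a sister screen read the other way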
HUVEC prolif 384: human endothelial cell proliferation inhibition; 1.1% of 86,000 active; viability, % at 10 µM (by protocol); HUVEC proliferation, CellTiter-Glo luminescence, 72 h; hits give low values;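 active = viability at or below 30%; inactive = viability above 30%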;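 note: 100% = median luminescence of DMSO-only cell control wells on each plate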
H69AR inhibit: blocks growth of human H69AR lung tumor cells; 6% of 85,000 active; AID 598; H69AR lung tumor viability, ATP luminescence, 72 h; hits give low values; viability, % at 10 µM;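 active = viability at or below 40%; inactive = viability above 40%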;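 note: multidrug resistant small cell line overexpressing MRP-1 efflux transporter; 100% = mean luminescence of untreated control wells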
CD11b adhes enh: increases human CD11b/CD18 adhesion to fibrinogen | P05107+P11215 | K562 CD11b/CD18 adhesion to fibrinogen, ATPlite luminescence | activation, % at 10 µM | 0.07% of 93,000 active | AID 1499;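 active = 10 µM primary screen giving 50% or more activity, confirmed by 40% or more on retest at that dose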; note: strong numbers were not always called active
ERa coact pot: ER-alpha (human) coactivator binding potentiation | P03372 | TR-FRET ERalpha-LBD/SRC-Cy5 coactivator binding, 2 h; 100 = basal binding, no effect | coactivator binding (% of control), % at 25.6 µM | 1.3% of 86,000 active; in the data active = activity above about 200%;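 note: binding measured in presence of low estradiol as agonist stimulus; 0% = peptide alone without receptor and 100% = receptor with peptide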
* hit, by the source's call; . = not tested or not shown; [ ] = remark or other dose.

mol,HUVEC prolif 384,ERa coact inh,ERa coact pot,CD11b adhes inh,Lung fibro prol,CD11b adhes enh,CYP2C19 inh,CYP2C19 activ,H69AR inhibit
CC(=O)C(Sc1nn(C)c(=S)s1)C(=O)Nc1ccccc1 (stereo not drawn),90,9,103,42,104,-4,20,0.8,90
CN(C)c1nc(Nc2ccccc2)nc(N(C)C)n1,.,.,.,-1,.,0,36,0.6,.
COc1ccccc1-c1noc(CCC(=O)Nc2cccc(C)c2)n1,97,-5,107,-14,102,-1,74*,0.3,87
CC(=O)Nc1coc2ccc(Br)cc12,82,1,106,0,110,-3,2,1,79
O=C(CSc1cn(Cc2ccccc2)c2ccccc12)N1CCOCC1,95,-5,109,-6,103,2,88*,0.1,91
O=C(COC(=O)C1CC(=O)N(c2ccc3c(c2)OCCO3)C1)NC1CCCc2ccccc21 (stereo not drawn),95,12,102[fluorescence artefact?],0,100,6,4,1,92
Cc1cc(NC(=O)c2ccco2)ncc1NC(=O)CCc1ccccc1,98,-5[fluorescence artefact?],112,-2,96,1,23,0.8,90
COc1ccc(-n2c(Cc3cccn3C)nnc2SCC(=O)Nc2ccccc2F)cc1,102,0,101[fluorescence artefact?],-5,94,7,35,0.7,80
NC(=O)c1cc(S(=O)(=O)Nc2cccc(F)c2)co1,95,6,91,-10,101,-2,37,0.6,89
O=C(NC1CCN(Cc2ccccc2)CC1)C1CCCN(S(=O)(=O)c2cccc3nonc23)C1 (stereo not drawn),112,-12,114[fluorescence artefact?],14,106,-2,53*,0.5,98

Compound profiles, as listed above.
Record of COc1ccc(-n2c(Cc3cccn3C)nnc2SCC(=O)Nc2ccccc2F)cc1 = HUVEC prolif 384: 102; ERa coact inh: 0; ERa coact pot: 101[fluorescence artefact?]; CD11b adhes inh: -5; Lung fibro prol: 94; CD11b adhes enh: 7; CYP2C19 inh: 35; CYP2C19 activ: 0.7; H69AR inhibit: 80
Record of CC(=O)C(Sc1nn(C)c(=S)s1)C(=O)Nc1ccccc1 (stereo not drawn) = HUVEC prolif 384: 90; ERa coact inh: 9; ERa coact pot: 103; CD11b adhes inh: 42; Lung fibro prol: 104; CD11b adhes enh: -4; CYP2C19 inh: 20; CYP2C19 activ: 0.8; H69AR inhibit: 90
Record of NC(=O)c1cc(S(=O)(=O)Nc2cccc(F)c2)co1 = HUVEC prolif 384: 95; ERa coact inh: 6; ERa coact pot: 91; CD11b adhes inh: -10; Lung fibro prol: 101; CD11b adhes enh: -2; CYP2C19 inh: 37; CYP2C19 activ: 0.6; H69AR inhibit: 89

Later entries:
mol,HUVEC prolif 384,ERa coact inh,ERa coact pot,CD11b adhes inh,Lung fibro prol,CD11b adhes enh,CYP2C19 inh,CYP2C19 activ,H69AR inhibit
CC(=O)N1C(=O)N(C)C2C1N(C)C(=O)N2C(C)=O (stereo not drawn),.,.,.,-3,.,-6,-14,1.1,.
CCOC(=O)c1cccc(NC(=O)CN(c2ccc(C)cc2)S(=O)(=O)c2c(C)n[nH]c2C)c1,88,5[fluorescence artefact?],105,-2,104,0,61*,0.4,92
Cc1ccc(N2C(=O)c3ccccc3NC2C(C)Cc2ccc3c(c2)OCO3)cc1 (stereo not drawn),63,-4,98,.,90,.,.,.,47
CCCC(=O)Nc1c(C(=O)OCC)[nH]c2ccccc12,.,.,.,-5,.,4,12,0.9,.
CCCCc1nc(NCCN)c(C#N)c2c1CSC(C)(C)C2,61,5,85,0,81,2,25,0.7,1.1*
O=C1C2CCCCN2C(=O)N1CCCCN1CCN(c2ccc([N+](=O)[O-])cc2)CC1 (stereo not drawn),.,.,.,-3,.,13,18,0.8,.
COc1cccc(NC(=O)CC2COc3ccccc3O2)c1 (stereo not drawn),97,3[fluorescence artefact?],115,-7,109,-2,49,0.5,88
Cn1c(C(=O)NCCc2ccsc2)cc2c(=O)n(C)c3ccccc3c21,72,11[fluorescence artefact?],278*,1,99,5,12,0.9,104
O=C(O)CN(c1ccc(F)cc1)S(=O)(=O)c1ccc2c(c1)OCCO2,.,.,.,-36,.,0,10,0.9,.
Cc1cc(Nc2ccccc2)n(CCOC(=O)COc2ccccc2)n1,86,0,86,6,99,3,33,0.7,99
Cc1cc(N2CCOCC2)ccc1/C=C1\SC(=O)N(C(C)C)C1=O,.,.,.,4,.,-3,-10,1.1,.
Cc1ccc(-n2c(SCc3nnc4n3CCC4)nnc2-c2ccccc2)cc1,93,-4,105,0,92,1,-11,1.1,82
N#Cc1c(-c2ccco2)cc(C2CC2)nc1N,76,6,90,-6,100,4,63*,0.4,72
COCCCNC(=O)c1ccc(N2CCOCC2)c(NS(=O)(=O)c2ccc(OC)cc2)c1,80,13,109,-7,94,-4,50,0.5,105
COC(CNC(=O)c1ccc(Cn2c(=S)[nH]c3cc4c(cc3c2=O)OCO4)cc1)OC,95,6[fluorescence artefact?],123[fluorescence artefact?],-20,102,-2,16,0.8,82
CC(C)c1ccc(NC(=O)c2cccnc2)cc1,95,-6,124[fluorescence artefact?],0,108,-4,0,1,98
COc1ccc(OCCSc2nc3ccccc3n2CC(=O)O)cc1,104,6,106,-12,97,2,-16,1.2,98
CCC1CCc2c(sc(N)c2C(N)=O)C1 (stereo not drawn),86,5[fluorescence artefact?],84,.,110,.,.,.,85
Cn1ncc2c(N3CCN(c4ccccc4F)CC3)ncnc21,.,.,.,13,.,-5,7,0.9,.
O=C(O)c1cc(S(=O)(=O)N2CCOCC2)ccc1N1CCOCC1,.,.,.,-2,.,0,-5,1.1,.
CCCCN(C(=O)NC(=O)Nc1c(C)cc(C)cc1C)S(C)(=O)=O,108,-3,130,-1,96,4,37,0.6,97
CCOc1cc(C2C(C(=O)O)c3cc(OCC)c(OCC)cc3C(=O)N2C)ccc1O (stereo not drawn),100,-17[fluorescence artefact?],98,-36,106,9,-15,1.2,89
COc1ccc(CC(=O)N2CC(C)CC(C)C2)cc1 (stereo not drawn),104,-3,102,-32,95,0,41,0.6,102
CC(NC(=O)c1noc2c1CCCC2)c1ccccc1 (stereo not drawn),112,-2,122,0,93,3,17,0.8,101
CC(C)C(=O)Nc1cccc(NC(=O)c2cc3ccccc3o2)c1,82,-46,104,-5,97,0,26,0.7,76
CC(=O)Nc1ccccc1OCC(=O)c1ccc2c(c1)OCO2,96,-3,109,-4,94,-2,20,0.8,90
CC(=O)NC(CCS(C)(=O)=O)C(=O)Nc1ccc(Cl)c(Cl)c1 (stereo not drawn),109,3,107,-12,98,-2,25,0.8,99
O=[N+]([O-])c1ccc(O)c(/C=N/Nc2ccc(Cl)nn2)c1,.,.,.,-3,.,0,-2,1,.
COC(=O)c1ccc(-c2nc(O)c3cnccn23)cc1,89,-10[fluorescence artefact?],121[fluorescence artefact?],2,102,0,51*,0.5,95
O=C(CN(Cc1ccc(F)cc1)C(=O)CCC(=O)Nc1ccccn1)NCc1ccco1,90,-1,120[fluorescence artefact?],1,95,-3,31,0.7,97
CCc1ccccc1NC(=O)CC1S/C(=N\c2nccs2)N(CC)C1=O (stereo not drawn),94,2,118,3,103,-4,96*,0,93
Cc1ccccc1-c1nnc(SCC(=O)Nc2c(C)n(C)n(-c3ccccc3)c2=O)o1,95,-10,103,.,110,.,.,.,95
O=C(CCN1C(=O)C2(OCCO2)c2ccccc21)c1ccccc1,94,-14,126[fluorescence artefact?],-5,95,-2,47,0.5,91
Cc1cc(=O)n(C)c(=O)n1CCCCCCN1CCCC1,93,14,98,.,105,.,.,.,107
Cc1ccc(C(=O)NNC(=O)C2CCN(Cc3ccccc3)CC2)cc1,.,.,.,21,.,-1,-14,1.1,.
COc1ccc(-n2c(SC3CCOC3=O)nc3ccccc3c2=O)cc1OC (stereo not drawn),94,8[fluorescence artefact?],99,-23,.,0,40,0.6,92
O=C(Nc1ccccc1C(F)(F)F)NC1CCCCC1,98,2,112,-32,97,-1,21,0.8,91
COC(=O)C1=C(N)Oc2c(oc(CO)cc2=O)C1c1ccccc1F (stereo not drawn),94,-11[fluorescence artefact?],109,.,102,.,-1,1,113
c1cc2c(c(NCc3ccncc3)c1)CCCC2,93,11[fluorescence artefact?],83,8,104,-3,97*,0,81
COc1ccc(C)cc1NC(=O)CSc1nnc(COc2ccccc2)n1Cc1ccco1,96,-9,110,28,92,3,87*,0.1,64
C=CCn1c(SCC(=O)c2cccs2)nc2sc(C)c(C)c2c1=O,87,62*[fluorescence artefact?],163,.,115,.,.,.,46
N=C1C(c2nc3ccccc3c(=O)[nH]2)=C(O)CN1CCc1ccccc1,83,22[fluorescence artefact?],152,0,103,-2,63*,0.4,64
CCOC(=O)c1sc(NC(=O)c2ccccc2OC)nc1C,93,1,144[fluorescence artefact?],37,84,-2,-22,1.2,77
CC(=O)Nc1ccc(C(=O)OC2CCCCC2=O)cc1 (stereo not drawn),.,.,.,-35,.,-3,12,0.9,.
Cc1cc(C)c(OCC(=O)N/N=C/c2ccco2)c(C)c1,107,-3,92,-2,107,-10,41,0.6,93
O=C(CCC(=O)N(c1cccc(F)c1)C(C(=O)NC1CCCC1)c1ccncc1)Nc1cccnc1 (stereo not drawn),100,-5,102,.,97,.,.,.,98
Cn1c(=O)c2c(nc(NCC3CCCO3)n2C)n(C)c1=O (stereo not drawn),90,-3,130,-19,90,-2,-11,1.1,90
CCOC(=O)c1c(N)c(C#N)nn1-c1ccccc1C(=O)OC,96,-4,101,-14,97,1,25,0.7,105
CC(=O)/C=C/c1ccc2ccccc2n1,30*,-6,102,.,7.4*,.,-6,1.1,0.8*
CC(=O)N1CCN=C1SCc1ccccc1F,107,11[fluorescence artefact?],97,-1,104,-1,22,0.8,100

(next part)
mol,HUVEC prolif 384,ERa coact inh,ERa coact pot,CD11b adhes inh,Lung fibro prol,CD11b adhes enh,CYP2C19 inh,CYP2C19 activ,H69AR inhibit
CC(C)(CS(=O)(=O)[O-])NC(=O)CC[N+](C)(C)CCO,105,-5,104,-1,104,2,-13,1.1,98
Cc1cnc(C(=O)NCCc2ccc(S(=O)(=O)NC(=O)NC3CCCCC3)cc2)cn1,100,-1,115,.,95,.,.,.,99
N#CCCN(CCC#N)C(=O)c1ccc2c(c1)OCO2,100,-7,119,-29,106,1,-4,1,99
COc1cc(OC)cc(-c2n[nH]c(=S)n2-c2cc(OC)ccc2OC)c1,101,7,72,-8,96,5,46,0.5,24*
C=CCn1c(-c2csc(-c3ccc(Cl)cc3)n2)n[nH]c1=S,104,16,94,-2,104,18,81*,0.2,97
O=C(NCc1ccco1)C1CCCN(S(=O)(=O)Cc2ccccc2)C1 (stereo not drawn),96,-1,103[fluorescence artefact?],7,101,-2,5,0.9,100
CC(/C=C/c1ccccc1)=N\NC(=O)C1CC1(C)c1ccccc1 (stereo not drawn),81,4,92,.,113,.,.,.,68
COc1cccc(-c2nnc(N(C)C(=O)c3ccno3)s2)c1,94,-6,133[fluorescence artefact?],-14,100,3,11,0.9,100
CS(=O)(=O)N(CC(O)Cn1c2ccccc2c2ccccc21)c1ccccc1 (stereo not drawn),81,1,113,3,89,-3,96*,0,30*
COc1ccc(OCC(O)CON2C(=O)c3ccccc3C2=O)cc1 (stereo not drawn),97,4,110,-12,95,0,32,0.7,103
O=CN1CCN(C(C(=O)NC2CCCC2)c2ccc(Cl)cc2)CC1 (stereo not drawn),90,-10,108,-4,90,0,25,0.8,89
Cc1sc(NC(=O)CN(C)C2CCCCC2)nc1-c1ccc2c(c1)CCN2S(=O)(=O)c1ccccc1,.,.,.,-1,.,62,15,0.9,.
